Compound activity as filed in PubChem BioAssay.
Shiga inhibitor: inhibitors of Shiga toxin in Vero cells. 290,000 tested, 9.2% active. Vero cells, Shiga toxin protein synthesis inhibition reporter. inhibition, % at 38.7 µM; in the data active means inhibition mostly above about 28%, no sharp cut-off; inactive means mostly below about 43%; further: 0% is about no effect
Pf growth 48h: inhibits P. falciparum growth in the first generation, 48 h. P. falciparum luciferase growth in erythrocytes, 48 h. Potency, µM (series often up to 28.7 µM), without a hit: at the highest dose activity change, negative = inhibition, most hits filed as inhibitors. 310,000 tested, 5.9% active; further: potency means the concentration at half of the fitted maximal effect; on the % scale 0 is the no-effect control and ±100 the full control effect
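Parasite viability was followed by luminescence of a genomically integrated firefly luciferase. Cultures held 0.1% parasitemia at 2% hematocrit (final), incubated under 5% CO2 at 37 C.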
Giardia FBPA inh: inhibitors of Giardia lamblia fructose-1,6-bisphosphate aldolase; AID 2451; A8B2U2; purified Giardia FBPA; 290,000 tested, 0.71% active; Potency, µM (titrated, usually from 59.6 µM), without a hit: top-dose activity, negative = inhibition, most hits filed as inhibitors; further: potency means the concentration at half of the fitted maximal effect; on the % scale 0 is the no-effect control and ±100 the full control effect; nearly all actives have a fitted effect of over 55% in size
Target sequence (A8B2U2 whole entry, looked up): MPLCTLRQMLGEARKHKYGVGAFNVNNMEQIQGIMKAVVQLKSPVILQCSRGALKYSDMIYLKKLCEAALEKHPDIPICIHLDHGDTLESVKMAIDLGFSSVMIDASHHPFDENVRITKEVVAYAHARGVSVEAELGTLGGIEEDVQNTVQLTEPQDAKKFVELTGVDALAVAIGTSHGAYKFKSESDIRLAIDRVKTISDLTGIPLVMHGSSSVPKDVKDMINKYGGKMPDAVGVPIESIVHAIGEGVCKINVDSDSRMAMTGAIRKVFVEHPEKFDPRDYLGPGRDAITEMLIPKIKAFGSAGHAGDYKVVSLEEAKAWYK
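40 nM FBPA preincubated 10 min at RT with compound (up to 57.5 uM final), then substrate plus GAPDH/TPI/NAD/arsenate coupling and diaphorase/resazurin added. Fluorescence read after 20 min at RT, 525/598 nm.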
HCV inh: blocks hepatitis C virus | Huh7.5.1 HCVcc-Cre infection, luciferase reporter, 44 h | Potency, µM (doses to about 41.8 µM), inactives show at the top dose activity change, negative = inhibition, usual class: inhibitors | 340,000 tested, 3.4% active; further: potency means the concentration at half of the fitted maximal effect; on the % scale 0 is the no-effect control and ±100 the full control effect
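Cells seeded at 1,000/well and cultured 4 h, then compounds added followed by HCVcc-Cre virus (~0.5 moi). After 44 h further culture, luciferase substrate was added, plates held 15 min at room temperature, and luminescence read for 15 sec.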
Pf growth 96h: P. falciparum growth inhibition at 96 hours; P. falciparum luciferase reporter growth, 96 h; Potency, µM (series often up to 28.7 µM), without a hit: at the highest dose activity change, negative = inhibition, usual class: inhibitors; 320,000 tested, 6.9% active; further: potency means the concentration at half of the fitted maximal effect; on the % scale 0 is the no-effect control and ±100 the full control effect
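P. falciparum expressing integrated firefly luciferase, in erythrocytes at 2% hematocrit, 0.05% parasitemia, incubated with compounds 96 h at 37 C, 5% CO2. Growth inhibition read as loss of luminescence; two-generation exposure targets delayed-death apicoplast inhibitors.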
CHX counter: counter-screen hit for Shiga toxin inhibitors, cycloheximide | cell reporter, cycloheximide protein synthesis inhibition counterscreen | max response, % | 300,000 tested, 12% active | AID 2314; in the data active means max response mostly above about 13%, no sharp cut-off; inactive means mostly below about 14%; further: read at 38.3 µM for the half of the compounds with a filed dose; 0% is about no effect
* hit, by the source's call; ? = inconclusive; / = no result given; & = joins results of further samples; [ ] = remark or other dose. Unless noted, the call rests on the fitted dose curve; in most records, active means well fitted curve in the direction sought with a large enough effect; inconclusive means small, poorly fitted or top-dose-only effect, or another doubt; inactive means no such curve, though single readings can be large; an effect the other way counts as inactive or inconclusive.

Values run as follows: Shiga inhibitor	Pf growth 48h	Giardia FBPA inh	HCV inh	Pf growth 96h	CHX counter
CCCC(C(=O)c1ccccc1)n1cncn1 (configuration not stated)
    -7	21%	2%	21%	17%	-2
O=C(c1ccc(-c2nnc(-c3ccccc3)o2)cc1)N1CCCCCC1
    83*	85%[activator]	-4%	5%	52%[activator]	15
CN(c1ccccc1)S(=O)(=O)c1ccccc1Br
    /	-29%	/	?	22%	/
O=C(CSc1nnnn1C1CC2CCC1C2)Nc1ccnc2ccccc12 (configuration not stated)
    0	-11%	4%	-15%	29%	7
CCCc1cc(NC(=O)CCl)n(-c2ccccc2)n1
    -6	?	1%	22µM*	?	11
O=C(NCCC(=O)N1CCN(Cc2c(F)cccc2Cl)CC1)c1ccc(Cl)cc1
    /	?	/	?	?	/
CC(C)(C)C(=O)NC(=S)NNC(=O)c1ccc(Cl)cc1Cl
    30	?	12%	?	?	3
O=C(O)/C(CC(=O)c1ccc(Cl)cc1)=N/Nc1ccc([N+](=O)[O-])cc1[N+](=O)[O-]
    18	-6%	5%	6%	?	-7
CCOC(=O)N1CCN(S(=O)(=O)c2cc([N+](=O)[O-])c(C)cc2C)CC1
    16	0%	8%	15%	12%	-3
O=c1c2ccccc2nnn1CSc1ncnc2ccccc12
    -23	2%	1%	-10%	?	-2
NCCc1c[nH]c2ccc(OCc3ccccc3)cc12
    -13	?	-5%	-9%	?	-3
CCN(CC(=O)NCc1cccs1)S(=O)(=O)c1ccc(NC(C)=O)cc1
    -7	0%	-1%	16%	-23%	-3
O=C(NCc1n[nH]c(=S)n1-c1ccccc1)c1ccc(S(=O)(=O)N2CCOCC2)cc1
    -16	4%	-9%	10%	1%	-5
S=c1[nH]c(-c2ccccc2)cn1/N=C/c1cccnc1
    -6	0%	-11%	21%	8%	8
O=C(NCCC1CCCCN1S(=O)(=O)c1ccccc1)C(=O)NC1CCCC1 (configuration not stated)
    /	0%	/	6%	?	/
CCOC(=O)c1cc(C(=O)NN)c(C)nc1C
    -8	12%	4%	21%	9%	-2
Cc1ccc(NC(=O)COc2ccc(C3SCCS3)cc2)cc1
    16	8%	8%	-6%	22%	17
Cc1ccc2nc(SCc3cn4cccnc4n3)[nH]c2c1
    27	18%	-5%	?	106%[activator]	14
COc1ccc(C)cc1S(=O)(=O)NCCc1ccccc1
    -5	2%	6%	2%	/	-2
Cc1ccc(C(=O)N/C(=C\c2ccccc2)C(=O)NCC2CCCO2)cc1 (configuration not stated)
    -11	10%	2%	1%	?	-5
CCOC(=O)c1ccc(NC(=O)CC2S/C(=N/N=C3/NC(=O)CS3)NC2=O)cc1 (configuration not stated)
    -10	?	0%	15%	15%	5
Cc1ccc2c(c1)cc1c(=O)[nH]ncn12
    88*	52%[activator]	2%	-1%	53%[activator]	8
O=C(CCn1ccnc1)Nc1cc(Cl)ccc1O
    22	?	-7%	10%	?	-3
COc1ccc(S(=O)(=O)N2CCc3ccccc32)cc1C(=O)N1CCOCC1
    /	?	/	-20%	-19%	/
CCN(CC)S(=O)(=O)c1ccc(N2CC(C(=O)NCCc3ccc(Cl)cc3)CC2=O)cc1 (configuration not stated)
    /	?	/	-51%	?	/
O=c1cc(CN2CCN(S(=O)(=O)c3ccccc3)CC2)nc2ccc(Cl)cn12
    /	1%	/	2%	51%	/
O=C(COC(=O)CNC(=O)c1ccc(Cl)c([N+](=O)[O-])c1)NNC(=O)c1ccccc1F
    /	22%	/	-4%	16%	/
C=CCn1c(SCC(=O)OCc2ccccc2)nc2c1c(=O)n(C)c(=O)n2C
    -14	10%	-1%	-11%	?	-1
COc1ccc(N2CC(C)Cn3c2nc2c3c(=O)n(Cc3ccccc3F)c(=O)n2C)c(OC)c1 (configuration not stated)
    -27	?	-8%	?	?	-3
CSCc1cccc(C(=O)OC(C)C(=O)Nc2c(C)n(C)n(-c3ccccc3)c2=O)c1 (configuration not stated)
    /	-2%	/	-1%	?	/

4 compounds from above, reduced to HCV inh, Shiga inhibitor and Pf growth 96h:
SMILES | HCV inh | Shiga inhibitor | Pf growth 96h
O=C(COC(=O)CNC(=O)c1ccc(Cl)c([N+](=O)[O-])c1)NNC(=O)c1ccccc1F | -4% | / | 16%
C=CCn1c(SCC(=O)OCc2ccccc2)nc2c1c(=O)n(C)c(=O)n2C | -11% | -14 | ?
COc1ccc(N2CC(C)Cn3c2nc2c3c(=O)n(Cc3ccccc3F)c(=O)n2C)c(OC)c1 (configuration not stated) | ? | -27 | ?
CSCc1cccc(C(=O)OC(C)C(=O)Nc2c(C)n(C)n(-c3ccccc3)c2=O)c1 (configuration not stated) | -1% | / | ?

(cont.)
Values run as follows: Shiga inhibitor	Pf growth 48h	Giardia FBPA inh	HCV inh	Pf growth 96h	CHX counter
CCCN(C(=O)COC(=O)CC1CCCCC1)c1c(N)n(Cc2ccccc2)c(=O)[nH]c1=O
    /	8.3µM*	/	9%	?	/
CC1=CC(C)=Nc2ccccc2N1
    62*	/	-29%	-1%	69%[activator]	45*
CC1CN(CCOc2cccc(Oc3ccccc3)c2)CC(C)O1 (configuration not stated)
    /	31%[activator]	?	-28%	?	-3
C=CCN=C(C)C1=C(O)C(C)OC1=O (configuration not stated)
    -16	2%	-2%	?	-10%	-10
CCOC(=O)c1ccc(S(=O)(=O)N2CCN(C(C)=O)CC2)cc1
    12	5%	7%	9%	-10%	-1
COC(=O)C1=C(NC(=O)c2ccc(C)c(C)c2)CCS1
    -9	20%	-14%	-16%	36%[activator]	-3
COc1ccccc1CNC(=O)Nc1cccs1
    63	-2%	6%	-4%	-15%	19*
CC(C)=CCCC1(C)C=Cc2c(ccc3c2[nH]c2cc(O)c(C)cc23)O1 (configuration not stated)
    23	9.3µM*	-10%	?	?	14*
COC(=O)c1ccc(NC(=O)CCN2CCN(Cc3ccccc3)CC2)cc1
    -4	13µM*	5%	0%	-27%	-3
O=C(COC(=O)CCc1ccccc1)Nc1ccc(F)cc1Cl
    -10	26%	-8%	7%	49%[activator]	-2
Cc1ccc(C)c(N2CCN(C(=O)c3ccccc3Br)CC2)c1
    1	25%	-1%	-29%&6%	12%	-2
COCCN(C(=O)c1snc(C(N)=O)c1N)C(C(=O)NC1CCCCC1)c1ccc(F)cc1 (configuration not stated)
    -4	-6%	12%	-5%	?	-1
CC1=CC(=C2C(=O)c3ccccc3C2=O)C=C(C)O1
    18	26%	-1%	-13%	-27%	11*
Cc1ccc(S(=O)(=O)NC(CC(=O)O)c2ccc(F)cc2)cc1 (configuration not stated)
    1	?	17%	11%	?	2
COc1ccc(OCC(=O)N/N=C(\C)c2ccc(OC)cc2)cc1
    -3	4%	1%	8%	-18%	20
O=C(CSc1ccccc1)Nc1nc2ccccc2[nH]1
    84*	123%[activator]	-5%	-23%	125%[activator]	28*
COc1ccc(NC(=O)Nc2cnccn2)c(OC)c1
    -3	14%	/	4%	1%	13
CCCc1nnc(NC(=O)CCC(=O)NCc2ccc(OC)cc2)s1
    13	13%	-7%	11%	29%	1
Cc1ccc(S(=O)(=O)NCC2CCC(C(=O)N3CCOCC3)CC2)cc1 (configuration not stated)
    -3	?	-4%	9%	6%	3
CC(c1ccccc1)C(CC(=O)O)C(=O)Nc1ccc(Cl)c(Cl)c1 (configuration not stated)
    /	-15%	4%	5%	?	-2
COc1ccc2c(=O)c3c(=O)n(Cc4ccco4)c(C4CCCCC4)nc3oc2c1
    20	?	-6%	/	?	-4
COc1cc(OC)cc(C(=O)NCC2CCCN(C(=O)c3csc(C(C)C)n3)C2)c1 (configuration not stated)
    -8	6%	/	/	6%	21*
COc1cc(OC)c(Nc2cc(C)nc3nc(C)nn23)cc1Cl
    -5	?	-1%	-27%	-6%	-1
O=C(NCc1ccco1)C(c1ccccc1)N(C(=O)Cc1cccs1)c1ccccc1F (configuration not stated)
    19	-16%	3%	-3%	?	23
Cc1cc(NC(=O)c2ccc3c(c2)C(=O)N(C)C3=O)no1
    -1	/	-1%	11%	2.9µM*	3
COc1ccccc1-n1ccnc(SCC(=O)NCCc2ccccc2)c1=O
    /	-15%	/	19%	2%	/
CCc1ccc2nc(N(CCCN(C)C)C(=O)c3ccc(S(=O)(=O)N4CCCc5ccccc54)cc3)sc2c1
    -6	?	-25%	?	?	-1
COCCNC(=O)C(c1cccs1)N(Cc1ccccc1)C(=O)Cn1nnc2ccccc21 (configuration not stated)
    -2	-9%	6%	5%	/	-3
Cn1c(=O)cc(OCC(=O)NCc2ccccn2)c2ccccc21
    -5	2%	-6%	4%	/	5
CC1CCC(C(C)C)C(OC(=O)Cn2c(-c3ccc(F)cc3)[n+](C)c3ccccc32)C1 (configuration not stated)
    -7	0.83µM*	5%	10µM*	?	-1
CC(=O)c1ccc(Oc2nc3c(c(=O)n(C)c(=O)n3C)n2C)cc1
    -8	4%	1%	5%	4%	-6
CCOc1ccc(S(=O)(=O)NCCC(=O)OCC(=O)c2ccc[nH]2)cc1
    -3	9%	-4%	-5%	-1%	-3
Cc1csc(=O)n1CC(=O)OCc1nnc(-c2ccccc2)o1
    /	43%[activator]	/	-7%	46%[activator]	/
CCOc1cc(Br)ccc1S(=O)(=O)N1CC(C)OC(C)C1 (configuration not stated)
    -30	?	1%	?	/	-6
CN(C)S(=O)(=O)c1ccc(N2CCCC2)c(C(=O)NC2CCC(O)CC2)c1 (configuration not stated)
    /	-14%	/	0%	-6%	/
Brc1ccccc1OCCOc1cccc2cccnc12
    68*	82%[activator]	-5%	-21%	-16%	16*
Cc1ccc(NC(=O)NNS(=O)(=O)c2ccc(Br)cc2)cc1
    13	2%	2%	14%	36%[activator]	-2
C=C1CCN(C(CC(C)C)C(=O)Nc2ccc(OC)cc2)S(=O)(=O)c2ccccc21 (configuration not stated)
    19	/	-18%	/	/	5
CCN(CC(=O)Nc1cccc(S(=O)(=O)N2CCCC2)c1)CC(=O)Nc1ccccc1OC
    13	?	-1%	?	9.3µM*	-4
COCCN(Cc1cc2cc3c(cc2nc1Cl)OCO3)C(=O)c1ccc(C)cc1
    19	?	-17%	?	23%	9
CCS(=O)(=O)CCSc1nc(C)cc(C)n1
    17	12%	8%	-9%	24%	-5
NC(=O)C1CCN(C(=O)COc2cccc3ccccc23)CC1
    -9	/	1%	2%	-4%	-2
O=C(COC(=O)c1ccc(O)cc1O)NNC(=O)c1cccs1
    /	-8%	/	38%[activator]	-16%	/
CC1CC(C)CN(C(=S)Nc2ccc(SC(F)F)cc2)C1 (configuration not stated)
    -11	22%	-1%	?	34%[activator]	-3
CCCCc1nnc(NC(=O)CSc2nc(=O)cc(N)n2-c2cccc(C)c2)s1
    26	/	-7%	6%	23%	1
O=C(Nc1cccc(NC(=O)c2ccco2)c1)c1ccc2c(c1)OCCO2
    43	32%[activator]	-2%	-20%	-2%	22
O=C(Cc1c(F)cccc1Cl)Nc1ccccc1-c1ccccc1
    1	-23%	5%	-2%	?	-4
COCCCNC(=O)Cn1cnc2sc(C)c(S(=O)(=O)N3CCN(c4ncccn4)CC3)c2c1=O
    -14	-19%	1%	1%	63%[activator]	5
[O-]/[N+](=C\c1ccc(OC(F)F)cc1)c1ccccc1
    38	?	14%	22%	-2%	19
O=C(CSc1nnc(CN2CCOCC2)n1-c1ccc(Cl)cc1)Nc1ccc2c(c1)OCO2
    -4	/	3%	/	?	-3
COc1ccccc1N1CCN(C(=O)c2cc(-c3ccc(Br)cc3)on2)CC1
    -6	/	-5%	23%	37%[activator]	-1
CCC(C)(C(=O)NC1CCCC1)N(Cc1ccco1)C(=O)Cc1cccs1 (configuration not stated)
    -14	7%	5%	-8%	108%[activator]	-4
